Assay outcomes: PubChem, The Scripps Research Institute Molecular Screening Center
PAD4 inh: PAD4 (human) enzyme inhibition | recombinant PAD4, RCA probe fluorescence polarization | inhibition, % at 6.36 µM | Q9UM07 | 0.41% of 330,000 active | AID 485272;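 active = percent inhibition above a cutoff equal to the mean of all tested compounds plus 3 SD, cut at about 15% in these data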;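 note: 0% = PAD4 with RCA probe and DMSO and 100% = probe without PAD4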
GSTO1 inh: blocks human GSTO1 in RBBP9 counter-screen; 1.1% of 300,000 active; inhibition, % at 5.96 µM; recombinant GSTO1, activity-based probe fluorescence polarization; P78417;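 active = inhibition above the campaign mean inhibition plus 3 SD, cut at about 35% in these data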;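 note: 0% = GSTO1-1 with DMSO and 100% = wells lacking GSTO1-1 enzyme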
Target sequence (P78417 whole entry, looked up): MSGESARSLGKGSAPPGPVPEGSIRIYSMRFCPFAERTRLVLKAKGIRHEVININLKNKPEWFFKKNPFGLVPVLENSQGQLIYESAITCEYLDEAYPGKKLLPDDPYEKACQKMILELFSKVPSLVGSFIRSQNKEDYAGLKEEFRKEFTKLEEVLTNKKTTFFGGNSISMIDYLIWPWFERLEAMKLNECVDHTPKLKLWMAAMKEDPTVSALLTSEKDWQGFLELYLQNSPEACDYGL
PME-1 inh: blocks human protein phosphatase methylesterase 1. Q9Y570. inhibition, % at 5.9 µM. 0.53% of 320,000 active. recombinant PME-1, FP-Rh probe fluorescence polarization;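 active = inhibition above the campaign mean of all compounds plus 3 SD, cut at about 26% in these data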;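 note: competitive labeling of PME-1 active site by serine hydrolase directed probe; 0% = PME-1 with DMSO and 100% = wells lacking PME-1 enzyme; inhibitors block probe labeling so polarization falls and inhibition rises; many of its hits are not listed in these tables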
LYPLA2 inh: counter-screen for PME1 inhibitors: inhibitors of human LYPLA2; 0.38% of 320,000 active; inhibition, % at 5.9 µM; recombinant LYPLA2, FP-Rh probe fluorescence polarization; O95372; AID 2177;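 active = inhibition above the screen-wide mean plus 3 SD, limit set per campaign, cut at about 26% in these data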;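 note: 0% = LYPLA2 with DMSO and 100% = wells lacking LYPLA2 enzyme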
PAFAH1B3 FP inh: blocks human PAF acetylhydrolase 1B catalytic subunit 3; 0.28% of 340,000 active; recombinant PAFAH1B3, FP-rhodamine probe, fluorescence polarization; Q15102; inhibition, % at 3.39 µM;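 active = inhibition above the screen-wide average of all tested compounds plus 3 SD, cut at about 25% in these data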;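 note: 0% = enzyme with DMSO only and 100% = wells lacking PAFAH1B3 protein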
PAFAH1B2 inh: inhibitors of human PAFAH1B2; P68402; recombinant PAFAH1B2, FP-rhodamine activity probe, fluorescence polarization; inhibition, % at 3.39 µM; 1.2% of 340,000 active; AID 492953;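 active = inhibition above the mean of all tested compounds plus 3 SD, cut at about 24% in these data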;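 note: 0% = enzyme with DMSO and 100% = wells lacking PAFAH1B2; many of its hits are not listed in these tables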
LYPLA1 inh: counter-screen for PME1 inhibitors: inhibitors of human LYPLA1 | recombinant LYPLA1, FP-Rh probe fluorescence polarization | 0.16% of 320,000 active | inhibition, % at 5.9 µM | O75608;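 active = inhibition above the mean of all tested compounds plus 3 SD, set per campaign, cut at about 14% in these data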;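 note: inhibitors block serine hydrolase probe labeling of LYPLA1 so polarization falls; 0% = enzyme with DMSO and 100% = wells lacking LYPLA1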
PREPL inh: inhibitors of human prolyl oligopeptidase-like enzyme PREPL. Q4J6C6. recombinant PREPL, fluorescence polarization activity-based probe. inhibition, % at 5.96 µM. 0.68% of 320,000 active. AID 2751; in the data active = inhibition above about 43%;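 note: 0% = enzyme with DMSO and 100% = wells lacking enzyme; many of its hits are not listed in these tables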
Target sequence (Q4J6C6 whole entry, looked up): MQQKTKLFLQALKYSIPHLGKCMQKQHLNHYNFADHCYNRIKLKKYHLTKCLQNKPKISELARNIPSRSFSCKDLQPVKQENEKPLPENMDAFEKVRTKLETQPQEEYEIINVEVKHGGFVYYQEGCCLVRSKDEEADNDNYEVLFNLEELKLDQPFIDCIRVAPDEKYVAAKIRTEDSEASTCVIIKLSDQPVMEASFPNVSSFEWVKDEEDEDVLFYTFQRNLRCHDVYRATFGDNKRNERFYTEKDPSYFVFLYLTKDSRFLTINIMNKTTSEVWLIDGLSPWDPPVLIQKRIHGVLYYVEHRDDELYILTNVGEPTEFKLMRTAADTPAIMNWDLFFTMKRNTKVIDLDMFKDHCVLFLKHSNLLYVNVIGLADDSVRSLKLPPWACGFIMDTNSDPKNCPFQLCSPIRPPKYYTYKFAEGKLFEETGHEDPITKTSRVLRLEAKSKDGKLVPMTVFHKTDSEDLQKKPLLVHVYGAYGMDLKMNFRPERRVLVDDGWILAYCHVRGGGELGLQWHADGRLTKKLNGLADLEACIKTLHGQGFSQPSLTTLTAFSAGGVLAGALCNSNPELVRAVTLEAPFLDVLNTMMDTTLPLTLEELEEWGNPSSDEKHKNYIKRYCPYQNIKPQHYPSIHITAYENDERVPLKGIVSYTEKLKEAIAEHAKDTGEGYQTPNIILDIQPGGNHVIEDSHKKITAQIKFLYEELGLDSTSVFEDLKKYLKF
pPAFAH inh: pPAFAH (human) enzyme inhibition; Q13093; recombinant pPAFAH, FP-rhodamine probe fluorescence polarization; inhibition, % at 3.39 µM; 1.5% of 330,000 active;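 active = inhibition above the mean inhibition across the screen plus 3 SD, cut at about 25% in these data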;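 note: inhibitors block binding of the rhodamine activity-based probe so polarization drops; 0% = enzyme with DMSO and 100% = wells lacking pPAFAH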
Active calls of the source: *; . = no result given. Not all compounds are listed (hit frequency here may not be typical).

SMILES | PAD4 inh | GSTO1 inh | PME-1 inh | LYPLA2 inh | PAFAH1B3 FP inh | PAFAH1B2 inh | LYPLA1 inh | PREPL inh | pPAFAH inh
Cc1sc(NC(=O)CSc2nnc(N)s2)c(C#N)c1C | -4 | -6 | 5 | 5 | -5 | 4 | 2 | 7 | 1
CCOc1ccccc1NC(=O)C(c1ccccc1)N1CCN(C(=O)c2ccco2)CC1 (centres undefined) | 3 | . | 1 | -1 | 4 | 4 | 2 | 4 | 0
CCOC(=O)CNC(=O)N1CCCC(CNS(=O)(=O)Cc2ccccc2)C1 (centres undefined) | 4 | 7 | 4 | 8 | 14 | 7 | 4 | 4 | 3
CCNC(=O)NC(=O)C(C)OC(=O)c1cc(S(=O)(=O)N2CCCCCC2)ccc1OC (centres undefined) | 3 | -11 | 2 | 0 | 1 | 5 | 0 | 5 | -1
CCN=C1S/C(=C\c2cn(C(C)=O)nc2-c2ccccc2)C(=O)N1CC | -4 | -6 | -1 | -1 | 3 | 4 | -2 | -1 | 13
O=C(COc1cccc(-n2cnnn2)c1)Nc1ccc([N+](=O)[O-])cc1 | 3 | 13 | 0 | 6 | 0 | 4 | -4 | 5 | 2
COc1ccc(CNC(=O)CN2C(=O)NC3(CCCc4sccc43)C2=O)cc1OC (centres undefined) | -2 | . | -3 | 4 | 1 | 0 | -2 | 17 | -4
CCCCOc1ccc(S(=O)(=O)N2CCN(c3ccc(N4CCN(CC)CC4)nn3)CC2)cc1 | -4 | -3 | 5 | 4 | 5 | 0 | -1 | 6 | -2
CS(=O)(=O)NCCNc1ccc(C(F)(F)F)cc1[N+](=O)[O-] | 3 | 4 | -3 | 10 | 9 | 3 | 5 | 17 | 6
CCc1ccc(C(=O)COC(=O)[C@@H](NC(N)=O)[C@@H](C)CC)cc1 | -3 | 2 | -4 | -1 | 4 | 19 | -2 | -8 | 0
O=C(CN(Cc1ccc(F)cc1)C(=O)CCC(=O)Nc1nccs1)NCc1ccc(F)cc1 | -4 | 9 | 6 | 10 | 4 | 7 | 3 | -1 | 4
CC(NC(=O)C1CCCN1S(=O)(=O)c1cccc2cccnc12)c1ccccc1 (centres undefined) | -1 | -2 | 2 | -5 | 1 | -5 | 0 | -3 | 2
CCn1nnc(C(=O)O)c1C(=O)O | 0 | -2 | 4 | 6 | 8 | 3 | -1 | -1 | 2
CCCCNCC(=O)Nc1ccc(NC(=O)CNCCCC)cc1 | -1 | -5 | 5 | 6 | 11 | 5 | -2 | 4 | -2
CC(C)c1nnc(NC(=O)CCCC(=O)O)s1 | -1 | 7 | 3 | 9 | 6 | 5 | 0 | 4 | 2
Cc1cnc(C(=O)Nc2ccccc2-c2ccc(C)o2)cn1 | 11 | 6 | -4 | 2 | 5 | 1 | 1 | 11 | 11
CC1Cc2ccccc2N1C(=O)CSc1ncc(-c2ccc(F)cc2)n1C (centres undefined) | -2 | 3 | 4 | 0 | 9 | 2 | -1 | 3 | 5
O=C(O)c1ccc(-c2ccc(/C=N/Nc3ccc([N+](=O)[O-])cc3)o2)cc1 | -8 | -7 | 47* | 24 | 10 | 6 | 4 | 17 | 47*
Cc1ccc(-c2cc(C(=O)N/N=C/c3c(C)nn(C)c3C)c3ccccc3n2)c(C)c1 | 0 | -16 | 0 | -5 | -1 | 0 | -5 | -27 | -4
O=C(CNC(=O)c1ccco1)NCC(=O)OCc1ccccc1Cl | -2 | 3 | 1 | -5 | 8 | 2 | 0 | 3 | 3
Nc1ccccc1C#CC(=O)c1ccccc1 | -2 | -26 | -1 | -1 | 7 | -1 | 0 | 3 | 6
COc1cc(/C=C/C(=O)O)ccc1OCc1cnc(Cl)s1 | 0 | 5 | -6 | 1 | . | . | -3 | 4 | 6
COCCNC(=O)C1CC(c2ccc(C(F)(F)F)cc2)=NO1 (centres undefined) | 3 | 7 | 6 | 6 | -8 | -2 | 0 | 1 | 0
COc1ccccc1N(C(=O)c1ccco1)C(C(=O)NC1CCCC1)c1ccncc1 (centres undefined) | 3 | 7 | 0 | 3 | 9 | -6 | 3 | -5 | 1
Brc1cccc(Nc2nc(-c3cccnc3)cs2)c1 | -5 | 1 | 24 | 1 | 10 | 7 | 7 | 24 | 12
CCCCN(C)CCNC(=O)c1cc(-c2cccnc2)nc2ccc(S(=O)(=O)N3CCC(C)CC3)cc12 | -6 | 2 | -2 | -2 | 8 | 5 | -1 | -44 | -2
CCOC(=O)N1CCN(C(=O)c2ccc(CS(=O)c3ccccc3)o2)CC1 (centres undefined) | -1 | -3 | -4 | 11 | 2 | -1 | 4 | 11 | -3
CC(=O)NCCC(=O)Nc1nc(-c2ccccc2Cl)cs1 | -5 | -1 | -3 | 2 | 5 | -1 | 1 | -2 | 6
Cc1ccsc1C(=O)N1CCCC(CCC(=O)NCc2ccccc2F)C1 (centres undefined) | 0 | -7 | 0 | -2 | 0 | 2 | -4 | -14 | -1
Cc1ccc(N(C(=O)Cn2nnc3ccccc32)C(C(=O)NC2CCCCC2)c2cn(C)nc2C)cc1 (centres undefined) | -5 | 1 | 6 | 3 | -5 | 10 | 3 | 19 | -1
COc1cc(OC)c(NC(=O)[C@@H]2CCC(=O)N2C2OC(=O)c3c2ccc(OC)c3OC)cc1Cl (some centres undefined) | -1 | -9 | -2 | 12 | 1 | -1 | 3 | 17 | -1
CC(=O)Nc1c2c(nn1-c1ccccc1C)CS(=O)(=O)C2 | 3 | 2 | -7 | 2 | 8 | 2 | 0 | -2 | 3
O=C(O)c1cc([N+](=O)[O-])ccc1C(=O)Nc1cccc([N+](=O)[O-])c1 | 1 | 4 | -1 | -5 | 7 | 1 | 0 | -4 | 6
COC(=O)c1cn(C(=O)c2ccc(Br)o2)c2ccccc12 | -5 | 0 | -4 | -1 | 9 | 4 | 2 | 9 | 0
CCOC(=O)c1cc(-c2ccccc2)n(CC(=O)O)c1C | -5 | -2 | 11 | 9 | 7 | 7 | 2 | -11 | 5
Cc1cccc(NC(=O)CCc2ccccc2)c1 | -3 | 5 | -3 | 2 | 7 | 0 | 3 | 8 | 0
COc1ccc(-c2nc(C)sc2CC(=O)O)cc1 | -3 | 8 | -4 | 0 | -6 | -10 | -1 | 27 | 1
COc1ccc(N2CCN(S(=O)(=O)c3c(C)n(C)c(=O)n(C)c3=O)CC2)cc1 | 1 | 0 | -3 | 10 | 9 | 5 | 2 | 7 | 6
O=c1c(O)c(-c2cc(O)c(O)c(O)c2)oc2cc(O)cc(O)c12 | -6 | 79* | 19 | -22 | 41* | 32* | -31 | 90* | 66*
O=C1N=C(N2CCOCC2)S/C1=C\C=C/c1ccccc1 | -4 | 8 | 10 | -2 | 9 | 1 | -9 | 11 | 8

Some of these compounds in order of the PAFAH1B3 FP inh value, smallest number first:
molecule	PAFAH1B3 FP inh
O=C(O)c1cc([N+](=O)[O-])ccc1C(=O)Nc1cccc([N+](=O)[O-])c1	7
CC(=O)Nc1c2c(nn1-c1ccccc1C)CS(=O)(=O)C2	8
O=c1c(O)c(-c2cc(O)c(O)c(O)c2)oc2cc(O)cc(O)c12	41*

The listing continues:
SMILES | PAD4 inh | GSTO1 inh | PME-1 inh | LYPLA2 inh | PAFAH1B3 FP inh | PAFAH1B2 inh | LYPLA1 inh | PREPL inh | pPAFAH inh
CN(CC(=O)NC(=O)NCc1ccccc1)Cc1ccc(Cl)c(Cl)c1 | 2 | 3 | 8 | 6 | 6 | 4 | -1 | -55 | 11
Cn1nc(C(F)(F)F)c(-c2cccc(C(F)(F)F)c2)c1NC(=O)CSCC(=O)O | 0 | -1 | 1 | -1 | 2 | 6 | 2 | 10 | 1
CCCCC(=O)N1CCN(c2nc3ccc(F)cc3s2)CC1 | -6 | -11 | -2 | -5 | 3 | 3 | -1 | 13 | -1
Cc1cc(C)c2c(N)c(C(=O)NC3CCCC3)sc2n1 | -5 | 9 | -4 | 1 | 5 | 8 | -1 | 21 | 0
C=CCn1c(C)nc2c(sc3nc4c(cc32)COC(C)(C)C4)c1=O | -2 | -6 | 0 | 4 | 3 | 3 | -1 | -1 | 9
CCOC(=O)Cn1ccc(NC(=O)COc2ccc(F)cc2)n1 | -1 | -5 | -1 | 0 | 0 | 8 | 3 | 3 | 3
Cn1c(CNC(=O)CNC(=O)c2cccc(F)c2)cc(=O)n(C)c1=O | 1 | 5 | 6 | 1 | 11 | 1 | -3 | -3 | 4
Cc1ccc2c(C(=O)CN3CCCC3)c(C)[nH]c2c1 | -6 | 3 | 2 | -2 | -2 | -2 | -2 | 22 | -5
CS(=O)(=O)/C(C#N)=C/c1c(-c2ccccc2)nc2n1CCS2 | 3 | 0 | 3 | 1 | . | . | 3 | 4 | 0
CC(C)C(NS(=O)(=O)c1cccc(C(F)(F)F)c1)C(=O)N1CCc2ccccc2C1 (centres undefined) | 0 | 8 | 3 | -4 | 4 | 26* | -3 | -5 | -3

Quoted from the entries so far, five compounds:
SMILES | PAD4 inh | GSTO1 inh | PME-1 inh | LYPLA2 inh | PAFAH1B3 FP inh | PAFAH1B2 inh | LYPLA1 inh | PREPL inh | pPAFAH inh
CCOC(=O)Cn1ccc(NC(=O)COc2ccc(F)cc2)n1 | -1 | -5 | -1 | 0 | 0 | 8 | 3 | 3 | 3
Cn1c(CNC(=O)CNC(=O)c2cccc(F)c2)cc(=O)n(C)c1=O | 1 | 5 | 6 | 1 | 11 | 1 | -3 | -3 | 4
Cc1ccc2c(C(=O)CN3CCCC3)c(C)[nH]c2c1 | -6 | 3 | 2 | -2 | -2 | -2 | -2 | 22 | -5
CS(=O)(=O)/C(C#N)=C/c1c(-c2ccccc2)nc2n1CCS2 | 3 | 0 | 3 | 1 | . | . | 3 | 4 | 0
CC(C)C(NS(=O)(=O)c1cccc(C(F)(F)F)c1)C(=O)N1CCc2ccccc2C1 (centres undefined) | 0 | 8 | 3 | -4 | 4 | 26* | -3 | -5 | -3

The list continues:
SMILES | PAD4 inh | GSTO1 inh | PME-1 inh | LYPLA2 inh | PAFAH1B3 FP inh | PAFAH1B2 inh | LYPLA1 inh | PREPL inh | pPAFAH inh
CCOc1ccc(CCNC(=O)CCC(=O)N2CCOc3ccc(C)cc32)cc1OCC | 3 | 6 | -4 | 4 | -10 | -1 | 0 | 17 | -1
CC(C)N1CCc2c(sc(NC(=O)Cc3ccccc3)c2C(N)=O)C1 | -7 | 3 | -3 | -2 | -2 | 6 | -1 | 14 | -33
COc1ccc(C2C(C#N)=C(N)Oc3cc(C)n(Cc4ccco4)c(=O)c32)cc1 (centres undefined) | -1 | -1 | -6 | -6 | -6 | -6 | -4 | -4 | 4
C/C=C(\C)CN1CCC(Oc2cc(C(=O)NC3CC3)ccc2OC)CC1 | 1 | 8 | 0 | -5 | 7 | -6 | 0 | -2 | 3
COc1ccc(C(=O)CCC(=O)Nc2cccnc2)cc1OC | -2 | 2 | -4 | -2 | 4 | 1 | -5 | 11 | -13
O=C(/C=C/c1ccc(Cl)cc1)c1ccc([N+](=O)[O-])o1 | 1 | 22 | -2 | -4 | -2 | 0 | -4 | 7 | 8
CN(C)[C@@H](CO)c1nnc([C@H](Cc2ccc(O)cc2)NC(=O)C2CCNCC2)o1 | -1 | 8 | -7 | 1 | 8 | 2 | 0 | 8 | -5
Nc1ncnc(Nc2ccccc2C(F)(F)F)n1 | 12 | 5 | -3 | -3 | -2 | 5 | -4 | 13 | -1
CC(C)C1Cc2c(C#N)c(N)sc(=S)c2CO1 (centres undefined) | -5 | 0 | -4 | -2 | 14 | 7 | 2 | -3 | 3
O=C(CN1C(=O)C2C3c4ccccc4C(c4ccccc43)C2C1=O)N1CCOCC1 (centres undefined) | -2 | 4 | -4 | 4 | 12 | 5 | 1 | -3 | 7
